Platelet DG rel: platelet dense granule release activity; inhibition, %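 (compounds screened at 7.5 µM in platelet-rich plasma)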; 300,000 tested, 0.22% active; human platelet-rich plasma, SFLLRN dense granule ATP release, luminescence;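 active means mean replicate score, as percent of positive control, at or above 50; inconclusive means mean below 50 but at least one replicate at or above 50; inactive means mean and every replicate below 50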
aSyn 5UTR inh: 5' untranslated region of α-synuclein, MLPCN primary screen; inhibition, % (tested at 7.5 µM); 300,000 tested, 0.82% active; alpha-synuclein 5'UTR reporter, inhibitor activity; in the data active means inhibition above about 60%; inconclusive means no clear call, values can overlap the other calls;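 further: H4 neuroglioblastoma cells stably carrying SNCA 5'UTR luciferase fusion; 0% = DMSO wells and 100% = positive control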
HSF1 inhib: HSF1 inhibition. 300,000 tested, 0.77% active. activity change, negative = inhibition, % at 7.5 µM (by protocol). NIH3T3-HGL HSE-luciferase, MG132-induced, luminescence 8 h; active compounds read low;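 active means more than half of replicate wells show activity change below -50%, luminescence cut by over half; inconclusive means some wells, but at most half, below -50%; inactive means no replicate well below -50%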;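 further: luciferase reports HSF-1 transcriptional activity via heat shock element; 0% = median of DMSO wells and -100% = zero luminescence signal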
HDAC3 inhib: blocks human histone deacetylase 3; recombinant HDAC3, fluorogenic peptide/trypsin coupled, fluorescence; inhibition, % at 8.3 µM; AID 2718; 320,000 tested, 0.15% active; O15379; in the data active means inhibition above about 26%, passing the limit was not always enough; inconclusive means no clear call, values can overlap the other calls
Target sequence (O15379 whole entry, looked up): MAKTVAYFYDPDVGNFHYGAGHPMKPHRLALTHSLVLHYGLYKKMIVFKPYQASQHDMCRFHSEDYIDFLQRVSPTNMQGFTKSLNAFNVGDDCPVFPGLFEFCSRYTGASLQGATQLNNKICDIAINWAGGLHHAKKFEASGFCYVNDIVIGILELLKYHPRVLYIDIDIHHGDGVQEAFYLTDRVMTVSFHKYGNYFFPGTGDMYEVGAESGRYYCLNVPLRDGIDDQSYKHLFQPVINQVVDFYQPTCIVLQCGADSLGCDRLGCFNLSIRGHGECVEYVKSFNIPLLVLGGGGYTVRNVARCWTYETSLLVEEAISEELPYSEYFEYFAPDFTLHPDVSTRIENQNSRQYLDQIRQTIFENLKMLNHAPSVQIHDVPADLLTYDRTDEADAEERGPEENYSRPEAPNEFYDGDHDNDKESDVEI
AI-2 QS mod: modulators of Vibrio harveyi AI-2 quorum sensing system; Vibrio harveyi JMH597 AI-2 luminescence/OD600 ratio, 9 h; active compounds read low; strain lacks LuxN and CqsS sensors; 0 = neutral-control median; 300,000 tested, 0.4% active; activity change, % at 7.5 µM; in the data active means activity change below about -75%, passing the limit was not always enough; inconclusive means no clear call, values can overlap the other calls;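 further: luminescence divided by OD600 gain over 9 h not by final OD600 alone; inactives centre near 13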
HIF activator: HIF pathway transcriptional activation. U2OS HRE-luciferase reporter, luminescence; normalized: DMSO 0%, desferrioxamine 100%. activation, % at 7.5 µM (by protocol). 300,000 tested, 0.32% active;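 active means mean activation of at least 10% of the iron chelator positive control signal, with at least half of replicates also reaching 10%; inconclusive means mean and replicate majority disagree about reaching 10%; inactive means mean and most replicates under 10%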
KLF5 inh: kruppel-like factor 5 inhibition; AID 1700; inhibition, % at 5 µM; DLD-1 KLF5 promoter-luciferase reporter, luminescence; 290,000 tested, 0.23% active;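 active means inhibition above a per-plate limit of that plate's mean compound inhibition plus 3 SD, cut at about 60% in these data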;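 further: 0% = DMSO wells and 100% = LY294002 at 200 µM; higher means less KLF5 promoter-driven luciferase light; inactives centre near -14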
IEC-6 cytotox: counter-screen for KLF5 inhibitors: cytotoxicity in IEC-6 cells | IEC-6 cytotoxicity, luminescence viability | inhibition, % at 5 µM | 290,000 tested, 0.78% active | AID 1825; in the data active means inhibition above about 22%;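 further: 0% = plate median of test compound wells and 100% = cytotoxic reference compound wells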
HSP90 refold inh: inhibitors of HSP90 luciferase refolding in rabbit reticulocyte lysate | AID 1789 | luciferase refolding luminescence, 3 h | inhibition, % at 5.6 µM | 290,000 tested, 0.91% active;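 active means inhibition above the screen-wide mean plus 3 SD, computed separately per campaign, cut at about 16% in these data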;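 further: 0% = DMSO wells and 100% = 60 µM geldanamycin wells; inhibitors lower the luminescence because luciferase stays unfolded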
HSF-1 act: increases HSF-1 driven luciferase reporter signal; NIH3T3-HGL HSF-1 luciferase reporter, MG132, 8 h; 100% = twice DMSO control signal; activation, % at 9 µM; 300,000 tested, 1.7% active;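 active means mean replicate activation of at least 50% with a set share of replicates each reaching 50%; inconclusive means only one of those two conditions met; inactive means mean below 50% and too few replicates reaching it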;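 further: 0% = median of the neutral control wells and 100% = twice that signal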
Starred values were filed as active, the others as inactive; ? = inconclusive; . = no result given.

#	Structure	Platelet DG rel	aSyn 5UTR inh	HSF1 inhib	HDAC3 inhib	AI-2 QS mod	HIF activator	KLF5 inh	IEC-6 cytotox	HSP90 refold inh	HSF-1 act
1	Cc1nc(SCC(O)CO)c([N+](=O)[O-])[nH]1 (centres undefined)	3	5	-7	0	5	0.7	-48	-3	-4	-8
2	CC(=O)c1ccccc1OC(=O)c1ccc([N+](=O)[O-])o1	17	-30	-7	0	?	-0.2	-25	1	0	9
3	COCCCN(CC(=O)Nc1ccc(N2CCOCC2)cc1)S(=O)(=O)c1ccccc1	-10	-6	-9	0	28	-0.4	-19	-10	-5	0
4	COc1ccc(-c2cc3c(=O)n(CC(=O)NCc4ccccc4OC)ncn3n2)cc1	7	-24	3	-3	21	0.0	-15	2	-1	4
5	CCCCn1c(=O)[nH]c(=O)c2c1nc(-c1ccccn1)n2CC	4	20	12	-13	.	0.1	-19	-1	0	20
6	Cc1ccc(NC(=O)Cn2nnc(C(=O)NCc3cccs3)c2N)cc1F	-1	16	1	-3	30	-0.8	0	2	-2	-5
7	CC(=O)c1c(C)[nH]c(C(=O)Nc2ccc(S(=O)(=O)N(C)C)cc2)c1C	2	6	2	.	8	-0.3	-8	5	-1	-1
8	CC1CCN(S(=O)(=O)c2ccc(NC(=O)CN3CCN(c4ccccc4)CC3)cc2)CC1	-3	-5	6	2	13	-0.5	-21	-1	-1	6
9	CC(=O)c1ccc(NC(=O)C2C3CCC(C3)C2C(=O)O)cc1 (centres undefined)	.	-10	22	2	30	0.2	-67	-2	-4	24
10	O=C(O)CNC(=O)CC1S/C(=N/N=C2/NC(=O)CS2)NC1=O (centres undefined)	8	-1	-12	1	9	-0.2	-5	-1	2	-12
11	Cc1ccc(C)c(C2=CSC3=NCCN23)c1	-3	39	-5	4	23	0.0	21	8	1	0
12	COc1ccc(C2=NN(CCC(=O)NCC3CCCO3)C(=O)CC2)cc1 (centres undefined)	-11	-1	-12	14	-1	-0.6	-6	-3	6	-2
13	Cc1ccc2nc(SCC(=O)Nc3nnc(SCC(N)=O)s3)[nH]c2c1	26	-9	-3	-6	-4	0.2	-16	-2	-1	-6
14	Cc1ccc(NC(=O)c2ccco2)c(NC(=O)COc2ccccc2)c1	-2	2	0	-4	22	-2.3	-19	-8	-6	-5
15	Cc1ccc(S(=O)(=O)N2CCCCC2)cc1NC(=O)CSc1ncnc2ccccc12	0	-18	11	.	20	-27	9	4	0	31
16	O=C(C(Cc1ccccc1)N1C(=O)c2ccccc2C1=O)N1CCc2ccccc21 (centres undefined)	10	8	0	6	12	-0.1	-31	4	0	10
17	O=C(O)c1c[nH]c2cc(C(F)(F)F)ccc2c1=O	-4	7	2	7	17	-0.2	-32	6	0	-2
18	COc1ccc(-c2cc(C(=O)Nc3cc(C)on3)no2)cc1OC	-1	-7	-2	-5	23	-0.5	-20	-5	3	-2
19	CCOc1ccccc1N1CCN(C(=O)C2c3ccccc3Oc3ccccc32)CC1	-1	-16	7	3	17	2.3	23	8	2	20
20	CC(=O)N(C(C)=O)n1c(C)nc2sc3c(c2c1=O)CCCC3	0	?	8	1	3	-1.2	4	5	5	-5
21	Cc1ccc(C(=O)COC(=O)COc2ccccc2C)cc1	-6	10	-7	-6	14	-0.3	-19	-2	1	-24
22	CCC(C)NC(=O)CCC(=O)Nc1ccc2nc(N3CC(C)CC(C)C3)cc(C)c2c1 (centres undefined)	13	-34	3	-4	12	0.3	3	7	0	-2
23	CCc1cc[n+](/C(C(=S)Nc2cccc(C)c2)=C(/[O-])c2ccc(C)c([N+](=O)[O-])c2)cc1	6	-35	-4	2	22	-0.1	-18	-1	7	18
24	CCCN(CC1CC1)c1nc(N)c(C#N)c(CC#N)c1C#N	-15	41	83	-2	24	4.8	-35	-3	7	72*
25	CCOC(=O)C1=C(Nc2cccc(Cl)c2)OCC1=O	0	-4	1	2	13	-0.1	36	-1	3	7
26	CCN(C(=O)Nc1ccccc1)c1ccccc1	-26	5	0	-5	-6	0.3	-16	0	-4	8
27	COc1ccccc1C(=O)Nc1sc2c(c1C(N)=O)CCCC2	-4	-83	1	-8	17	0.9	-32	6	0	6
28	Cc1ccc(C(=O)NCCn2c(N)c(C#N)c3nc4ccccc4nc32)cc1	7	25	12	-22	26	-0.2	-5	-1	-1	18
29	COc1ccc(/C=N/n2c(C)nc3ccccc3c2=O)cc1OC	5	-18	-11	1	45	1.3	-39	0	-4	-5
30	O=C(c1ccc(S(=O)(=O)NCC2CCCO2)cc1)N1CCN(c2cccc(Cl)c2)CC1 (centres undefined)	0	20	3	.	4	0.8	-3	4	-2	-5
31	CCOC(=O)c1ccc(-n2[nH]c(-c3ccccc3)cc2=O)cc1	-3	9	-72*	5	25	0.4	-19	7	7	-78
32	CCOc1ccc(S(=O)(=O)NCCC(=O)NCC(C)(C)N2CCOCC2)cc1	13	0	-5	-9	15	-0.4	.	.	.	-14
33	O=C1C2CCCCN2C(=O)N1CCCCN1CCN(c2ccc([N+](=O)[O-])cc2)CC1 (centres undefined)	-22	5	-8	8	27	-0.3	-12	-7	0	-12
34	CCCCC(c1nnnn1CCOC)N1CCN(Cc2ccccc2)CC1 (centres undefined)	-2	-27	-8	-2	15	0.6	-37	-1	3	-6
35	O=C(Cn1nc(-c2ccccc2Cl)ccc1=O)Nc1ccccc1-c1ccccc1	-9	16	14	0	7	?	-16	3	2	53*
36	O=[N+]([O-])c1ccc(Cl)c(/C=N/Nc2nc(N3CCOCC3)nc(N3CCOCC3)n2)c1	-2	-32	-1	-10	7	-0.2	-12	3	-2	22
37	CCOc1cc(NC(=O)c2cccs2)c(OCC)cc1NC(=O)c1ccco1	17	-14	-10	-1	17	-0.2	-36	4	-1	-16
38	COc1ccc(C(=O)NCC(=O)N2CCCC(C(F)(F)F)C2)cc1OC (centres undefined)	-4	-15	-6	-10	7	2.3	.	.	.	-1
39	Cc1ccc(-n2nc3c(=O)n(C(C)C(=O)NCc4ccccc4Cl)nc(C)c3c2C)cc1 (centres undefined)	-7	33	37	2	9	0.4	-13	2	0	69*
40	O=C(CCSc1nc(-c2ccco2)cc(C(F)(F)F)n1)NCCN1CCOCC1	-10	-4	0	0	2	0.0	-5	-3	-1	-4
41	COc1ccc(S(=O)(=O)Nc2nc3ccccc3nc2Nc2cccc(C(=O)O)c2)cc1	-15	18	-3	-22	7	0.2	-20	-7	1	19
42	Cc1ccc(C(=O)NC2CCN(C(=O)NC3CCCCC3)CC2)cc1	-2	7	0	.	5	-0.1	-36	-1	2	9
43	C/C=C/c1ccc(OCC(=O)N2CCc3cc(OC)c(OC)cc3C2)c(OC)c1	-2	26	-4	1	35	-0.1	0	0	2	2
44	CCCCSc1nnc(-c2ccc(C)cc2)c2ccccc12	-48	19	-4	4	4	-1.2	-35	8	5	-2
45	CC1(C)Cc2c(cnn2-c2cccc(F)c2)C(NC(=O)CCc2cnccn2)C1 (centres undefined)	8	-29	4	-2	11	0.8	-22	5	0	-3
46	O=C(c1cccc(C(F)(F)F)c1)N1CCN(CCc2ccccc2)CC1	-10	-18	9	0	0	-0.3	0	-3	1	7
47	COc1ccc(-c2cn3ccc(C)cc3n2)cc1	64*	92*	.	-40	7	.	57	13	62*	.
48	COc1ccc(CC(=O)OCn2nnc3ccccc3c2=O)cc1	6	8	2	2	18	-0.3	-20	-2	-3	18
49	Cc1c(NC(=O)c2ccc3c(c2)C(=O)N(Cc2ccco2)C3=O)cccc1C(=O)O	1	9	-2	-1	15	0.2	-9	-4	2	-5
50	CCOc1cc(-c2c(C#N)c(N)nc3c2CCc2ccccc2-3)ccc1O	-4	-2	15	0	-8	1.4	-21	14	-1	35
51	COc1cc([C@H]2[C@@H]3CCCC[C@]3(O)CCN2Cc2ccccc2F)ccc1O	-3	-6	-2	3	13	-0.5	-8	-6	-1	-3
52	O=C(O)Cn1c(=O)c2c3c(sc2n(Cc2ccccc2)c1=O)CCCC3	-1	3	-4	10	-21	0.6	-8	8	2	3
53	CC1Nc2ncnc(N3CCOCC3)c2N(Cc2ccc(Cl)cc2)C1=O (centres undefined)	6	2	6	-2	27	1.1	.	.	.	6
54	Cc1ccc(NC(=O)CCNC(=O)Cn2cnc3ccccc3c2=O)cc1F	5	20	-1	-4	6	-0.2	-1	-4	-3	11
55	CO/N=C/NC(=O)C1=NOC(CNc2ncc(C(F)(F)F)cc2Cl)C1 (centres undefined)	0	-18	12	7	23	0.1	-14	-3	-5	16
56	NC(=O)[C@@H]1CCCN1C(=O)c1ccc2nc(Cc3ccccc3F)oc2c1	-21	-17	-4	6	16	0.6	-18	1	1	-14
57	O=c1ccc(Oc2nc(N3CCOCC3)nc(N3CCOCC3)n2)n[nH]1	8	3	-9	1	6	-0.3	-11	2	1	-2
58	COc1ccc(/C=C/C(=O)NC(=S)NNC(=O)c2cccs2)cc1OC	-7	19	1	0	9	-0.1	-7	-2	3	6
59	CCC1(c2ccc(F)cc2)NC(=O)N(CC(=O)NCc2ccccc2Cl)C1=O (centres undefined)	0	21	3	-5	13	0.0	-8	-6	-1	5
60	Cc1c(/C=C/C(=O)c2ccccc2)cnn1C	1	-123	12	0	24	5.0	-81	0	1	-5

Screening data deposited in PubChem BioAssay by several laboratories.

Compounds as they come. About 5% of those tested had a hit in this group.
